# Cneo AK release: causes C. neoformans cell lysis; 0.2% of 360,000 active; adenylate kinase release luminescence, 4 h; normalised: neutral wells 0, clomiphene wells 100; AID 651654; lysis activity, % at 15 µM;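 active means mean lysis activity across replicates of at least 80%, whatever share of replicates individually reach that level; inactive means mean lysis activity below 80%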
#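 Assay system: Cryptococcus neoformans yeast cells / Dosing: single-point compound dose / Timing: 4 h at 37 °C static, read 1 h later / Measured by: luminescence of released adenylate kinase using an AK detection reagent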
# PGC1a acetyl inh: modulators of PGC1a acetylation; AID 651687; U2OS PGC1a acetylation, AlphaScreen anti-acetyl-lysine; with virally co-expressed GCN5 acetyltransferase; 0.17% of 350,000 active; inhibition, % at 15.6 µM;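 active means every replicate shows inhibition of at least 40%; inconclusive means mean inhibition at least 40% but some replicate below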;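 further: 0% = neutral control wells and 100% = positive control wells; some results beyond the cut were filed as inactive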
# Active calls of the source: *; ? = inconclusive. The list is partial; count on the stated rates, not on these rows.
# Sequence of screens: Cneo AK release	PGC1a acetyl inh
> O=C(C(Cc1ccccc1)N1C(=O)c2ccccc2C1=O)N1CCc2ccccc21 (centres undefined)
  2	-5
> COc1ccc(C(CC(=O)O)NC(=O)c2ccco2)cc1 (centres undefined)
  -1	1
> CC1CCCCN1S(=O)(=O)c1ccc(C(=O)Nc2nnc(-c3cccs3)o2)cc1 (centres undefined)
  0	17
> N#C/C(C(=O)NCc1ccccc1)=C1\SC(CCO)C(=O)N1c1ccccc1 (centres undefined)
  6	1
> Cc1cc(C)c2oc(-c3ccc(C)c(NC(=S)NC(=O)c4cccs4)c3)nc2c1
  -11	3
> CNc1cnn(-c2ccc(C)cc2)c(=O)c1Cl
  -2	8
> O=[N+]([O-])c1ccc(-c2nc3ccc([N+](=O)[O-])cc3[nH]2)cc1
  -3	-8
> CCOc1ccc2[nH]c(=O)c(CN(CC3COCCO3)C(=O)c3ccco3)cc2c1 (centres undefined)
  0	19
> CN(Cc1ccc(O)cc1)C1CCCCC1
  -3	-3
> COc1ccc(-c2noc(N3CCC(C(=O)N4CCN(c5ccccn5)CC4)CC3)n2)cc1
  -2	-16
> CCCCSc1nnc2n(CCc3ccccc3)c(=O)c3c4c(sc3n12)COC(C)(C)C4
  1	-1
> O=[N+]([O-])c1ccc2n[nH]nc2c1
  -1	-1
> Cc1n[nH]c(C)c1N1C(=O)c2cccc3cc(Br)cc(c23)C1=O
  5	1
> CC(C)C(c1nnnn1CC1CCCO1)N1CCN(C2CCCC2)CC1 (centres undefined)
  0	7
> Cc1cc(NC(=O)CN2CCCCC2C)no1 (centres undefined)
  1	20
> CC(=O)c1c(C)[nH]c(C(=O)NCCc2ccccc2)c1C
  -4	-2
> N#CCC(=N)N1CCN(c2cccc(Cl)c2)CC1
  0	-7
> O=C(CCCC1=NS(=O)(=O)c2ccccc2N1)N1CCN(c2ccccc2)CC1
  2	-4
> CC(=O)Nc1nc(C=C(Cl)Cl)cs1
  -2	6
> COCCCNC(=O)c1ccc(Cn2c(=O)c3ccccc3n(Cc3ccccc3C#N)c2=O)cc1
  -1	-1
> O=C1CC(N(CCc2ccccc2)C(=S)Nc2cc(Cl)ccc2Cl)C(=O)N1c1c(Cl)cccc1Cl (centres undefined)
  0	-14
> Clc1ccc(CSc2nnc(-c3cccnc3)o2)cc1
  0	6
> CCn1c(SC)nnc1-c1sc2cc(Cl)ccc2c1Cl
  1	-16
> Nc1cc(OC(=O)c2cccs2)nn1S(=O)(=O)c1ccc(F)cc1
  0	2
> COc1cccc(NC(=O)Cc2nnc(SCC(=O)c3ccccc3)n2C)c1
  0	-11
> CCS(=O)(=O)N1Cc2ccccc2CC1C(=O)NC(C)C12CC3CC(CC(C3)C1)C2 (centres undefined)
  -1	-2
> Cc1ccc(S(=O)(=O)NC(=O)N2CCCC(C)(C)C2)cc1
  0	7
> O=C(Nc1ccc(Cl)cc1F)C1CCN(S(=O)(=O)c2cccnc2)CC1
  9	-12
> Cn1ccnc1SCC(=O)Nc1ccc(Oc2ccccc2)cc1
  -1	-5
> FC(F)(F)c1nnc(-c2ccccc2)nc1Sc1ccccc1
  2	-11

# Part of the list above, as tab-separated lines:
molecule	Cneo AK release	PGC1a acetyl inh
O=C(Nc1ccc(Cl)cc1F)C1CCN(S(=O)(=O)c2cccnc2)CC1	9	-12
Cn1ccnc1SCC(=O)Nc1ccc(Oc2ccccc2)cc1	-1	-5

# Back to the main list, repeating the four entries before the break.
# Sequence of screens: Cneo AK release	PGC1a acetyl inh
> Cc1ccc(S(=O)(=O)NC(=O)N2CCCC(C)(C)C2)cc1
  0	7
> O=C(Nc1ccc(Cl)cc1F)C1CCN(S(=O)(=O)c2cccnc2)CC1
  9	-12
> Cn1ccnc1SCC(=O)Nc1ccc(Oc2ccccc2)cc1
  -1	-5
> FC(F)(F)c1nnc(-c2ccccc2)nc1Sc1ccccc1
  2	-11
> Cc1ccc(NC(=O)COC(=O)C2CCC(=O)N2)c(S(=O)(=O)N2CCOCC2)c1 (centres undefined)
  0	8
> COC(=O)c1ccc(N2C(=O)CC(N(C)CCc3ccc(OC)c(OC)c3)C2=O)cc1 (centres undefined)
  -3	5
> O=C(NCCc1nc2ccccc2[nH]1)Nc1ccccc1
  -1	6
> Cc1cccc(C)c1NC(=O)CSCC(=O)O
  -2	5
> O=S(=O)(O/N=C1\CCCc2ccccc21)c1ccccc1
  -1	-1
> COC(=O)[C@@H](NC(=O)NCc1cccc(OC)c1)C(C)C
  3	-3
> COC(=O)c1cc(Br)c(=O)n(Cc2ccco2)c1
  1	1
> COCCNC(=O)c1sc2ncn(CC(=O)N3CCCCC3)c(=O)c2c1C
  0	2
> COc1ccc(Nc2cc(C(=O)NCCCN3CCN(C)CC3)c3ccccc3n2)c(OC)c1
  -1	-3
> Cc1cc(/C=N/NC(=O)c2cccc([N+](=O)[O-])c2)c(C)n1-c1ccc(Cl)cc1Cl
  -2	-17
> O=S(=O)(Nc1cccc(-c2cn3ccsc3n2)c1)c1ccc(F)cc1
  0	-10
> NC(=O)N1CCCC1C(=O)Nc1ccc(Cl)c(Cl)c1 (centres undefined)
  1	4
> Cc1ccc(NCCC(=O)c2ccc(Cl)cc2)cc1
  2	-12
> COc1ccccc1CNC(=O)c1ccc(NS(=O)(=O)c2c(C)noc2C)cc1
  3	8
> CCOC(=O)C1CCN(C(=O)COc2ccc(N(C)S(=O)(=O)c3cccs3)cc2)CC1
  0	0
> CCOc1ccccc1NC(=O)CSc1nccn1-c1ccccc1
  2	2
> Cc1cc(OCC(=O)NCCCN(C)C)cc(C)c1Br
  0	-3
> N#Cc1ccccc1Cn1c(=O)n(C2CCCC2)c(=O)c2ccccc21
  -1	-1
> O=C(O)C=C1C2CC3CC(C2)CC1C3
  1	1
> O=C(CCNS(=O)(=O)c1ccc(Cl)cc1)N1CCC2(O)CCCCC2C1 (centres undefined)
  -1	3
> Cc1cc2nc3c(nc2cc1C)C1(C(=O)O)CCC3(C)C1(C)C (centres undefined)
  0	-7
> Cc1cccc(N2CCN(C(=O)c3ccc(NS(=O)(=O)c4c(C)noc4C)cc3)CC2)c1C
  1	-10
> CN(C)c1ccc(-c2noc(-c3ccccc3O)n2)cc1
  -2	6
> COc1ccc(Nc2oc(COc3ccc(Cl)cc3)nc2C#N)cc1
  6	7
> CC(=O)NC1=NN(C(C)=O)C(C)(c2ccc(Cl)s2)S1 (centres undefined)
  -1	-7
> O=C(c1ccco1)N1CCN=C1SCc1c(F)cccc1Cl
  4	10
> COc1ccc(Cl)cc1NC(=O)CN(C1CCCCC1)S(C)(=O)=O
  0	-15
> O=C(Nc1nnc(COc2ccc(Cl)cc2)s1)C1CCCO1 (centres undefined)
  -1	-7
> CCn1c(SCC(=O)Nc2cc(C)on2)nnc1-c1ccccc1
  -2	2
> COc1ccc(Cc2nc(-c3ccccn3)no2)cc1
  1	-5
> COc1ccc(S(=O)(=O)N2CCC(C(=O)c3ccc4c(c3)OCCO4)CC2)cc1
  1	-12
> Cc1nc(Sc2nnnn2C)c2c3c(sc2n1)CCC3
  1	-16
> CC(=O)Cc1nsc(NC(=O)c2ccccc2)n1
  1	-7
> O=C(NCC1COc2ccccc2O1)c1cc2ccccc2o1 (centres undefined)
  -2	1
> COc1ccc(-c2nc3ccccc3c(C(=O)Nc3ccc(S(=O)(=O)Nc4cc(C)on4)cc3)c2C)cc1
  3	-29
> Cc1ccc(SCCNS(C)(=O)=O)cc1
  0	3
> O=C(NCc1ccccn1)C1CC(c2ccc(F)cc2)=NO1 (centres undefined)
  0	-9
> CCOC(=O)C1CCN(C(=O)c2ccco2)CC1
  0	-1
> O=C(Oc1ccccc1C(=O)N1CCOCC1)c1cccc(Br)c1
  -1	-1
> O=C(O)/C=C/c1cn(-c2ncc(C(F)(F)F)cc2Cl)c2ccccc12
  -6	4
> Cc1ccc2cc3c(NC(=O)CC(C)C)nn(C)c3nc2c1
  0	8
> Cc1ccc(NC(=O)c2ccc(NS(=O)(=O)c3c(C)noc3C)cc2)cc1C
  -2	0
> CN(C)c1nc(-c2ccccc2)cc(C(F)(F)F)c1C#N
  -2	-11
> CCOC(=O)c1cc2nc(-c3ccco3)cc(C(F)(F)F)n2n1
  3	-1
> COc1ccc(-n2c(C)nc3c(cnn3-c3ccc(Cl)cc3)c2=O)cc1
  2	-8
> O=C(c1cccc(Br)c1)N1CCN(C(=O)c2cccc(Br)c2)CC1
  -1	11
> CCCOc1ccc(/C=N/NC(=O)C2CCCN2S(=O)(=O)c2ccc(Cl)cc2)cc1 (centres undefined)
  0	-8
> CCN(CC(O)Cn1c2ccccc2c2ccccc21)S(=O)(=O)c1ccc(F)cc1 (centres undefined)
  2	-18
> COC(=O)/C=C1/S/C(=N/NC(=O)c2ccccc2)NC1=O
  -4	-15
> CCC1(C)NC(=O)N(CC(=O)Nc2sc3c(c2C(N)=O)CCC3)C1=O (centres undefined)
  2	3
> CC1CCN(C(c2ccc(N(C)C)cc2)c2nnnn2C(C)(C)C)CC1 (centres undefined)
  1	11
> Cc1ccc(-c2[nH]ncc2/C=C(\C#N)C(=O)NC2CCCCC2)cc1
  1	?
> C/C(N)=C(/C#N)C(=O)CSc1ccc2c(c1)OCCO2
  -6	-1
> CCCC1CCC(c2ccc(C(N)=O)cc2)CC1 (centres undefined)
  7	2
> O=C(c1ccccc1-c1ccccc1)N1CCCC1
  -2	2
> COC(=O)CSc1nc(-c2ccc(F)cc2)cc(C(F)(F)F)n1
  6	-6
> Cc1ccc(S(=O)(=O)N2CCCC(c3nnc4n3-c3ccccc3SC4)C2)cc1 (centres undefined)
  0	-17
> O=C(Cn1[nH]c(=O)c2ccccc2c1=O)NC1CCCCCC1
  -2	13
> O=C(c1ccc2c(c1)OCO2)N1CCNc2ccccc2C1
  2	3
> CCOc1ccc(C(=O)NCCCn2ccnc2)cc1
  3	-15

# A few values from the entries so far.
# CC(C)C(c1nnnn1CC1CCCO1)N1CCN(C2CCCC2)CC1 (centres undefined) in PGC1a acetyl inh is listed with 7
# Cc1nc(Sc2nnnn2C)c2c3c(sc2n1)CCC3 in Cneo AK release is listed with 1
# O=C(NCc1ccccn1)C1CC(c2ccc(F)cc2)=NO1 (centres undefined) in PGC1a acetyl inh is listed with -9
# CCCC1CCC(c2ccc(C(N)=O)cc2)CC1 (centres undefined) in Cneo AK release is listed with 7
# Cc1cc(/C=N/NC(=O)c2cccc([N+](=O)[O-])c2)c(C)n1-c1ccc(Cl)cc1Cl in Cneo AK release is listed with -2

# The results go on:
# Sequence of screens: Cneo AK release	PGC1a acetyl inh
> CCOc1cc(/C=N/NC(N)=S)cc(Br)c1OCc1ccccc1C
  10	-26
> CCOc1ccccc1C(=O)NCCCCCC(=O)O
  6	?
> CN(C)CCNC(=O)c1ccccc1-c1ccccc1
  -1	-19
> O=C(NC1CCCC1)C1CCN(S(=O)(=O)c2cccc3cccnc23)CC1
  1	40
> COc1ccc(OC)c(C(C(=O)NCc2ccco2)N(C(=O)Cn2nnc3ccccc32)C(C)C)c1 (centres undefined)
  1	3
> CN(C(=O)c1ccc(Cl)cc1)C1=CCCCC1CCC#N (centres undefined)
  2	29
> COC(=O)c1nnn(-c2nonc2N)c1CSc1nc2ccccc2s1
  1	-15
> O=C(CCS(=O)(=O)c1cccc2nonc12)N1CCOCC1
  1	-8
> COc1ccc(-c2noc(CCC(=O)N3CCN(c4cccc(C(F)(F)F)c4)CC3)n2)cc1
  -1	2
> N=c1cc(C2(O)CCCCC2)n2c(nc3ccccc32)s1
  -11	-2
> COC(=O)c1ccc(CSc2nnc(-c3ccncc3)o2)o1
  0	6
> Cc1ccccc1C(=O)N1CCC(C(=O)Nc2cccc(F)c2)CC1
  1	1
> O=C(Nc1ccc(Cl)cc1F)c1ccc(COc2c(F)c(F)c(F)c(F)c2F)o1
  1	-4
> CCC(C)Sc1nc(O)c(Cc2ccccc2)c(=O)[nH]1 (centres undefined)
  0	-20
> CCOC(=O)Nc1nnc(-c2ccc(OC)c(OC)c2)s1
  -3	-6
> CN(C)CC/C=C1/c2ccccc2Sc2c(O)cc(Cl)cc21
  0	-17
> O=C(CCCOc1ccc(Cl)cc1)NCC1CCCO1 (centres undefined)
  2	2
> CNC(=O)COc1ncnc2sccc12
  -1	-1
> Nn1c(COc2ccccc2)nc2ccccc2c1=O
  9	-17
> Cc1cc(C(=O)CSc2nc3ccccc3c(=O)[nH]2)c(C)n1C
  1	26
> COc1ccc(NC(=O)c2cccs2)cc1NC(=O)c1ccco1
  1	8
> COc1cc(C(C#N)N2N=C(c3ccccc3)CC2c2ccccc2)ccc1O (centres undefined)
  -3	1
> O=C(Cc1nn[nH]n1)NCCC1=CCCCC1
  -1	9
> CCOC(=O)CN1C(=O)COc2ccc(C(C)(C)C)cc21
  -2	-11
> Cc1ccc(C)c(NC(=O)C(Sc2ncnc3ccccc23)c2ccccc2)c1 (centres undefined)
  2	-2
> c1ccc(-c2n[nH]c(-c3ccccc3)c2-c2nc3ccccc3[nH]2)cc1
  1	8
> CC(C)(NC(=O)N1CCOCC1)c1cccc(C(C)(C)NC(=O)N2CCOCC2)c1
  5	-3
> O=C(NCCOC(=O)c1ccc(S(=O)(=O)N2CCOCC2)cc1)c1cccnc1
  -3	-7
> CC1CCc2c(nc3ncnn3c2Nc2ccc(OC(F)(F)F)cc2)C1 (centres undefined)
  1	-15
> C/C=C(\C)C(=O)OC1c2c(ccc3ccc(=O)oc23)OC(C)(C)C1OC(C)=O (centres undefined)
  -1	-5
> CN(c1ccccc1)c1nc(-n2ccnc2)nc(-n2ccnc2)n1
  -7	-4
> CC(C)CCC1CC(CSC(=N)N)OC1=O (centres undefined)
  1	-26
> COc1cc(C)nc(OCCNC(=O)COc2ccc(Cl)cc2Cl)n1
  2	7
> Cc1nc2scc(-c3cccs3)c2c(=O)n1-n1cccc1
  1	-4
> CCC(=O)Nc1nc2ccc(S(C)(=O)=O)cc2s1
  1	-2
> COc1ccc(-n2c(N)c(C(=O)NCc3ccco3)sc2=S)cc1
  -2	-5

# Screens as filed in PubChem.
